Tb PFK block: inhibitors of T. brucei phosphofructokinase. AID 485367. 0.17% of 330,000 active. T. brucei PFK, ADP-Glo luminescence. Potency, µM (highest dose often 57.5 µM), for inactives: top-dose activity, negative = inhibition, usual class: inhibitors. O15648;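 also: potency is read from the fitted curve at half-maximal effect; 0% = uninhibited 1x PFK enzyme wells and -100% = no-enzyme wells; nearly all actives have a fitted effect of over 60% in size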
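PFK 1.25 nM, F6P 0.5 mM, ATP 0.1 mM, 0.1 M TEA pH 8.0, 5 mM MgCl2, 0.01% Tween20, 0.1% BSA; 45 min RT. ADP-Glo readout. qHTS titration up to 57 uM; curves fitted, compounds curve-classed.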
RORg inh: blocks mouse ROR gamma transcriptional activity | Potency, µM (series often up to 53.6 µM), without a hit: at the top dose activity change, negative = inhibition, most hits filed as inhibitors | 5.4% of 310,000 active | P51450 | Drosophila S2 Gal4-RORgamma UAS-luciferase reporter, 20 h; also: potency is read from the fitted curve at half-maximal effect; % is scaled to controls: 0 for no effect and ±100 for the full control effect; nearly all actives have a fitted effect of over 60% in size
Target sequence (P51450 whole entry, looked up, the tested form may be a part): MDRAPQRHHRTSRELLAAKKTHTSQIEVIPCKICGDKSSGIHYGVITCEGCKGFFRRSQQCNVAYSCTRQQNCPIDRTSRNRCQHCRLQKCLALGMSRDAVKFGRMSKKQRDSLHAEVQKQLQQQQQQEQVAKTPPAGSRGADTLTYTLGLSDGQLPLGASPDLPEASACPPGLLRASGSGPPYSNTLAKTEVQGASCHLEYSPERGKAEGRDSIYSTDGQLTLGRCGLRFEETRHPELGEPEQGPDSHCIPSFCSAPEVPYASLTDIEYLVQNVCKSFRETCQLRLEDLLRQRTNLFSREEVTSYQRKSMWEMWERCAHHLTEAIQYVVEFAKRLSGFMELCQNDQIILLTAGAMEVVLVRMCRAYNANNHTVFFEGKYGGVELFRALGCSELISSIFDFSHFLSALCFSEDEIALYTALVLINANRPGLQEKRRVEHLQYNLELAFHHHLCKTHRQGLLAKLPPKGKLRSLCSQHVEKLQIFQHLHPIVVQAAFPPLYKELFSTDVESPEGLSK
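Stably transfected Drosophila Schneider cells are the test system, with ROR gamma fused to Gal4 and luciferase under UAS control; luminescence is read after 20 hr of 700 uM copper sulfate induction at ambient temperature.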
ELG1 genotoxic: inducers of genotoxicity in HEK293T ELG1-luciferase cells. HEK293T ELG1-luciferase reporter, luminescence, 16 h. AID 504466. 1.3% of 330,000 active. Potency, µM (titrated, usually from 46 µM), without a hit: at the highest dose activity change, positive = activation, usual class: activators; also: potency is read from the fitted curve at half-maximal effect; % of control where 0% means no effect; nearly all actives have a fitted effect of over 60% in size
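Luminescence read-out: rising ELG1-luciferase signal, reflecting elevated ELG1 protein under genetic stress, flags genotoxic compounds. Cells were treated for 16 hr at 37 °C before ONE-Glo detection.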
VP16 counter: Gal4-VP16 reporter inhibition counter-screen. Potency, µM (series often up to 53.6 µM), without a hit: top-dose activity, negative = inhibition, usual class: inhibitors. Drosophila S2 Gal4-VP16 UAS-luciferase, luminescence, 20 h. 3.5% of 310,000 active. AID 2546;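 also: Gal4-VP16 expression switched on by copper sulfate through the metallothionein promoter; potency is read from the fitted curve at half-maximal effect; % is scaled to controls: 0 for no effect and ±100 for the full control effect; nearly all actives have a fitted effect of over 50% in size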
NPC1 prom act: activates the NPC1 promoter; Huh7 NPC1 promoter luciferase reporter, 24 h; Potency, µM (top dose mostly 9.22 µM), inactives show at the top dose activation, usual class: activators; 2.4% of 320,000 active;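 also: potency is read from the fitted curve at half-maximal effect; % of control where 0% means no effect; nearly all actives have a fitted effect of over 60% in size; reporter is driven by a mutant NPC1 promoter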
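Compounds in DMSO were transferred onto Huh7 NPC1-luciferase reporter cells pre-incubated 2 h; after 24 h at 37 °C, Amplite reagent was dispensed and luminescence recorded 10 min later.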
ELG1 DNA repair: inhibitors of ELG1-dependent DNA repair in HEK293T cells. Potency, µM (highest dose often 46.1 µM), for inactives: at the top dose activity change, negative = inhibition, actives largely listed as inhibitors. AID 504467. HEK293T ELG1-luciferase reporter, luminescence, 16 h; DNA damage induced by 5-fluorouridine. 2.3% of 330,000 active; also: potency is read from the fitted curve at half-maximal effect; % is scaled to controls: 0 for no effect and ±100 for the full control effect; nearly all actives have a fitted effect of over 55% in size
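HEK293T cells expressing luciferase-tagged ELG1 (2,000/well) received 5-Fluorouridine plus compound or DMSO for 16 hr at 37 °C. Luciferase was read by ONE-Glo luminescence after 30 min at room temperature.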
BRCA1 expr up: activators of BRCA1 expression | MCF7-BRCA1-FFLuc reporter, luminescence, 48 h; response scale: scaled: vehicle 0%, 10 µM genistein 100% | Potency, µM (highest dose often 46.1 µM), without a hit: at the highest dose activation, hits mostly activators | 1.1% of 380,000 active; also: potency is read from the fitted curve at half-maximal effect; nearly all actives have a fitted effect of over 80% in size; some results filed as inactive show a strong effect at the top dose
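Luminescence from a BRCA1-driven firefly luciferase in MCF7 cells was the read-out, taken 15 min after substrate addition following 48 h compound exposure at 37 °C. Data were normalized to a 10 microM genistein control and DMSO vehicle.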
Rab9 prom act: activators of Rab9 promoter | Huh7 Rab9 promoter-luciferase reporter, luminescence, 24 h | 2.8% of 320,000 active | Potency, µM (series often up to 9.22 µM), without a hit: at the top dose activation, negative = inhibition, hits mostly activators; also: potency is read from the fitted curve at half-maximal effect; % of control where 0% means no effect; nearly all actives have a fitted effect of over 60% in size
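Quantitative HTS format; Huh7 Rab9-luciferase reporter cells (1500/well) receive compound 2 h post-plating, incubate 24 h at 37 °C, then get luciferase reagent for 10 min before luminescence reading.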
TRPV1 agonist: human TRPV1 agonism; Q8NER1; TRPV1-expressing cells, Fluo-8 calcium influx, agonist mode; activation, % at 8.33 µM; 0.19% of 320,000 active; AID 540275; in the data active = activation above about 80%; inconclusive = between about 30% and that limit; also: 0% is about no effect
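Cells expressing TRPV1 were dye-loaded with Fluo-8 and read kinetically: 10 s baseline, 3 min after compound (agonist portion), then 2 min after EC20 capsaicin (allosteric enhancer portion). Calcium-bound dye fluorescence at 480/520 nm.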
p53 reactivator: restores transcriptional activity of mutant p53; H1299 p53-A138V BP100-luciferase reporter, luminescence, 24 h; Potency, µM (titrated, usually from 92.2 µM), for the others: top-dose activity change, positive = activation, usual class: activators; 0.063% of 320,000 active; also: potency is read from the fitted curve at half-maximal effect; % of control where 0% means no effect; nearly all actives have a fitted effect of over 45% in size
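p53-null H1299 cells stably carrying temperature-sensitive p53-A138V and a BP100-luciferase reporter were pinned with compounds (4-point, 1:5 series) and held 24 hrs at 37 deg C. Luminescence was read 10 min after detection reagent.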
FLuc modulator: inhibits or activates purified firefly luciferase, miR-21 counter-screen. purified FLuc, Km substrates, luminescence inhibition. Potency, µM (doses to about 57.5 µM), inactives show at the top dose activity change, negative = inhibition, usual class: inhibitors. P08659. 6.9% of 360,000 active;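 also: potency is read from the fitted curve at half-maximal effect; plate controls were vehicle for no effect and reference inhibitor for full effect; nearly all actives have a fitted effect of over 55% in size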
Target sequence (P08659 whole entry, looked up): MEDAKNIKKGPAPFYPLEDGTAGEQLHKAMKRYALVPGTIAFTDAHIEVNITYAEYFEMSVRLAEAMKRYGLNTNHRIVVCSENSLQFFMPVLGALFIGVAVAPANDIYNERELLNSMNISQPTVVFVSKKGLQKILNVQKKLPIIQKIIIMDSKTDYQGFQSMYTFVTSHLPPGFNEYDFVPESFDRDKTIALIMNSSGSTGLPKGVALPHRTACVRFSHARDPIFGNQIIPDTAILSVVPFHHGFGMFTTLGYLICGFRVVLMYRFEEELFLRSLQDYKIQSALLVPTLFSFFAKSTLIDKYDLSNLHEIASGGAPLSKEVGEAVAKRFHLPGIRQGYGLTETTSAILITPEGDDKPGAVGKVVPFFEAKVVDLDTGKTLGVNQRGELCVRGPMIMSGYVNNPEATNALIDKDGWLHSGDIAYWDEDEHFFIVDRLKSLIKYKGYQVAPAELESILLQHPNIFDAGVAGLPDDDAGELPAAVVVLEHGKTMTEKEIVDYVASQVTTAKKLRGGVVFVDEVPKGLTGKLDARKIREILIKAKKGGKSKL
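Purified P. pyralis luciferase (10nM final) with 10uM D-luciferin and 10uM ATP (Km levels) in 50mM Tris acetate pH 7.5, 10mM Mg acetate, 0.01% Tween-20, 0.05% BSA; qHTS 6-point titration, ~60 µM downward; luminescence read.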
Numbers without * were called inactive; ? = inconclusive; . = not tested or not shown; [ ] = dose if it differs, or a comment. Unless noted, calls follow the shape of the dose curve; as a rule, active = well fitted curve in the direction sought with a large enough effect; inconclusive = small, poorly fitted or top-dose-only effect, or another doubt; inactive = no such curve, though single readings can be large; an effect the other way counts as inactive or inconclusive.

Under each structure – p53 reactivator, Tb PFK block, VP16 counter, ELG1 genotoxic, BRCA1 expr up, Rab9 prom act, RORg inh, FLuc modulator, TRPV1 agonist, ELG1 DNA repair, NPC1 prom act
1	Cc1ccc(CNc2nc(N)c([N+](=O)[O-])c(NCCO)n2)cc1
    -3%, 0%, -7%, 10%, -26%, -4%, -10%, 5%, 3, ?, -3%
2	CC(C)Cc1nnc(NC(=O)CSc2nc(=O)cc(N)n2-c2ccccc2)s1
    1%, -2%, 6%, 2%, -1%, -1%, 3%, 3%, -3, -16%, -4%
3	CCCn1c(SCCC(=O)O)nc2ccccc21
    2%, 3%, 20%, 3%, -2%, -7%, 10%, 3%, 0, -8%, -3%
4	Cc1nc2sc(C(c3ccco3)N3CCC(C)CC3)c(O)n2n1 (stereo not given)
    -2%, 0%, 5%, -1%, -1%, -3%, -15%, 5%, -2, -2%, -1%
5	O=C(NC1CCCC1)C(c1cccs1)N(C(=O)c1ccco1)c1ccc2c(c1)OCO2 (stereo not given)
    11%, -2%, -14%, 0%, -15%, -3%, -5%, 1%, 11, 3%, -8%
6	O=C(COC(=O)/C=C/c1ccccc1)NC1CC1
    ?, 5%, ., -1%, -4%, 7%, ., ., 10, 15%, -1%
7	COc1ccc(C(=O)NCCCN2CCOCC2)cc1
    ., -2%, -2%, 4%, 14%, 7%, -33%, 0%, -3, 25%, 1%
8	Cc1c(C(=O)NCCCN2CCCC2=O)oc2ccc(S(=O)(=O)N3CCOCC3)cc12
    -1%, 9%, 12%, 4%, 3%, 2%, 6%, -4%, -2, 1%, 1%
9	O=C(O)C1Nc2c(cccc2C(F)(F)F)C2C=CCC12 (stereo not given)
    -7%, -23%, 3%, -3%, ., -6%, 6%, -10%, -3, -6%, -2%
10	O=C1NN=C(c2ccc(Br)cc2)CC1c1ccc(Cl)cc1 (stereo not given)
    -1%, -2%, 0%, -7%, -10%, -5%, 29%, -1%, -5, -4%, -2%
11	Cc1ccc(CNc2ncccc2-c2nc3cc(Cl)ccc3o2)cc1
    22%, -2%, 24%, ., -1%, -9%, ?, 5%, 9, 7%, -1%
12	C=CCOc1ccc(/C=C/C(=O)OCC(=O)N(C)CC(=O)Nc2ccc(F)cc2)cc1
    25%, 21%, ., 1%, -4%, 1%, ., 2%, -5, ?, -2%
13	Cc1cc(C)nc(NC(=O)c2ccc(Cl)c([N+](=O)[O-])c2)n1
    3%, -4%, 9%, -4%, -18%, 4%, 18%, -1%, 2, -10%, 1%
14	O=C(N=C1SC2CS(=O)(=O)CC2N1c1ccc(F)c(Cl)c1)C1CC1 (stereo not given)
    -4%, -12%, -9%, -3%, -20%, -3%, 2%, 2%, 2, 16%, -1%
15	O=C(/C=C/c1ccccc1)N1CCN(CC(O)COc2ccccc2)CC1 (stereo not given)
    -3%, 0%, 4%, -2%, -26%, -2%, 10%, 1%, 26, 3%, -4%

Down the list, from the results shown.
Nos. 7–14 in FLuc modulator: 0%, -4%, -10%, -1%, 5%, 2%, -1%, 2%

Remaining list, next part
Under each structure – p53 reactivator, Tb PFK block, VP16 counter, ELG1 genotoxic, BRCA1 expr up, Rab9 prom act, RORg inh, FLuc modulator, TRPV1 agonist, ELG1 DNA repair, NPC1 prom act
16	CC(C)CCNC(=O)CN(Cc1cccs1)C(=O)CCC(=O)Nc1nccs1
    2%, -5%, 15%, -2%, -3%, 2%, -17%, 5%, 4, -17%, -2%
17	COc1ccc(CCn2c(S)nc3ccccc3c2=O)cc1
    0%, -17%, ?, 10%, -33%, 16%, 3.2µM*, -7%, 6, 25%, 17%
18	CCCN1C2CCCC1CC(NC(=S)Nc1cc(C)ccc1C)C2 (stereo not given)
    0%, 0%, -2%, -1%, 3%, -3%, -40%, 1%, -1, 6%, 2%
19	COc1ccc(OCC(=O)Nc2ccc(C)cc2)cc1
    11%, 2%, 8%, 18%, 11%, 3%, -1%, ?, 23, 16%, -2%
20	CCc1ccc(N2C(=O)Nc3ccc(Br)cc3C2(O)C(=O)NCCN(C)C)cc1 (stereo not given)
    0%, -1%, -12%, -1%, 4%, -3%[1.84 µM], -3%, -3%, 0, -10%, -2%
21	Cc1ccc(C)c(OCC(=O)NCC(C)C)c1C
    -2%, -2%, -7%, -1%, -25%, -2%, -3%, 7%, 8, -3%, 0%
22	Cc1nn(-c2ccccc2)c(C)c1NC(=O)c1cccs1
    2%, -1%, -9%, -2%, 4%, -7%, 9%, 0%, 1, 9%, 1%
23	COc1ccc(Nc2ncnc3c2cnn3Cc2ccccc2)cc1OC
    -1%, -9%, 1%, 2%, -57%, 3%, ?, 3%, 10, ?, -3%
24	COc1cc(NS(=O)(=O)c2ccc(NC(=O)/C=C/c3cccc([N+](=O)[O-])c3)cc2)ncn1
    -1%, -7%, 13%, 3%, 3%, 13%, ?, -18%, 5, 10%, 11%
25	CC(OC(=O)c1ccc(Cl)c(S(=O)(=O)N2CCCC2)c1)C(=O)NC1CCCCC1C (stereo not given)
    -1%, 8%, -28%, -10%, ., 0%, 45%, -2%, 17, 0%, -3%
26	CCOC(=O)N1CCC(NC(=O)CCc2nc(-c3ccc(C)cc3)no2)CC1
    0%, -5%, -10%, -13%, -24%, 11%, 20%, -9%, 2, 13µM*, 5%
27	Cc1ccc(C2=NN(C(=O)CSc3nnnn3C)C(c3ccco3)C2)cc1 (stereo not given)
    8%, -1%, ., -3%, 4%, -2%, ., -7%, -5, -11%, -5%
28	COc1cc(/C=C(\C#N)c2nc3ccccc3s2)cc([N+](=O)[O-])c1O
    3%, ?, -6%, -6%, -45%, -6%, -23%, 8.5µM*, -3, ?, -4%
29	CCOCCCNC(=O)C(NC(=O)c1cnccn1)c1ccc(OC)cc1 (stereo not given)
    -14%, 0%, -1%, 0%, 5%, 0%, -7%, -1%, -1, 3%, -2%
30	COc1cccc(-c2nc(N3CCN(c4ccccc4)CC3)c3ccccc3n2)c1O
    1%, -5%, -1%, 0%, -1%, 12%, 30%, -10%, -4, 11%, 4%
31	O=C1NC2(CCCCC2)NN1c1ccccc1
    ., ., 5%, ., -2%, ., -3%, 4%, -2, ., .
32	CCC1(C)Cc2nc3[nH]c(=S)n(-c4ccccc4)c(=O)c3cc2CO1 (stereo not given)
    -8%, 1%, ?, 0%, -16%, -12%, 2.8µM*, 0%, -2, 13%, -4%

An excerpt of these results, with one line to a screen:
[20] CCc1ccc(N2C(=O)Nc3ccc(Br)cc3C2(O)C(=O)NCCN(C)C)cc1 (stereo not given)
[21] Cc1ccc(C)c(OCC(=O)NCC(C)C)c1C
[22] Cc1nn(-c2ccccc2)c(C)c1NC(=O)c1cccs1
[23] COc1ccc(Nc2ncnc3c2cnn3Cc2ccccc2)cc1OC
[24] COc1cc(NS(=O)(=O)c2ccc(NC(=O)/C=C/c3cccc([N+](=O)[O-])c3)cc2)ncn1
[25] CC(OC(=O)c1ccc(Cl)c(S(=O)(=O)N2CCCC2)c1)C(=O)NC1CCCCC1C (stereo not given)
assay / compound,20,21,22,23,24,25
p53 reactivator,0%,-2%,2%,-1%,-1%,-1%
Tb PFK block,-1%,-2%,-1%,-9%,-7%,8%
VP16 counter,-12%,-7%,-9%,1%,13%,-28%
ELG1 genotoxic,-1%,-1%,-2%,2%,3%,-10%
BRCA1 expr up,4%,-25%,4%,-57%,3%,.
Rab9 prom act,-3%[1.84 µM],-2%,-7%,3%,13%,0%
RORg inh,-3%,-3%,9%,?,?,45%
FLuc modulator,-3%,7%,0%,3%,-18%,-2%
TRPV1 agonist,0,8,1,10,5,17
ELG1 DNA repair,-10%,-3%,9%,?,10%,0%
NPC1 prom act,-2%,0%,1%,-3%,11%,-3%

Compound activity deposited in PubChem by National Center for Advancing Translational Sciences (NCATS).
